# KCNQ1 act = human KCNQ1 channel potentiation or activation; CHO-K1 KCNQ1, thallium flux FluxOR fluorescence; stronger effect = higher value; B-score at 10 µM; 310,000 compounds, 0.35% hits;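 active = fluorescence ratio B-score, a plate-corrected score, at least three library SD, with initial intensity B-score within 5 SD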
#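 Assay system: stable KCNQ1 CHO-K1 line; medium: assay buffer, equal DMSO in all wells; timing: 90 min dye loading and 20 min compound exposure, both at room temperature; technique: kinetic FluxOR thallium fluorescence, 10-s 1-Hz baseline, 110-s post-stimulus read; read-out basis: B score of baseline-normalized fluorescence ratio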
# KCNK9 block = human KCNK9 channel inhibition; Q9NPC2; HEK293 KCNK9, FluxOR thallium flux fluorescence; stronger effect = lower value; B-score at 10 µM; 310,000 compounds, 1.2% hits; AID 488922;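 active = ratio B-score over 3 SD below the library mean, with starting fluorescence within 5 SD of its mean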;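 note: negative B-score means less thallium flux so channel inhibition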
# TMEM16A act = activators or potentiators of mouse TMEM16A chloride channel | Q8BHY3 | HEK293 TMEM16A/YFP-H148Q/I152L, iodide quench fluorescence; stronger effect = lower value | B-score at 10 µM | 340,000 compounds, 0.3% hits;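 active = fluorescence-ratio B-score plate-corrected deviation score at least 3 library SD below zero, with starting fluorescence score within 5 deviations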;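 note: channel opened by trigger with iodide after compound preincubation; score built on the fluorescence ratio of max minus min over baseline; more negative score means more quench and so TMEM16A activation or potentiation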
# KCNK3 inh = human KCNK3 channel inhibition, primary screen; B-score at 10 µM; CHO-KCNK3 thallium flux, FluxOR fluorescence; stronger effect = lower value; 340,000 compounds, 0.84% hits; AID 602410; O14649;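 active = B-score under library mean minus 4 SD, starting fluorescence ratio at most library mean plus 5 SD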;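 note: more negative B-score means stronger inhibition of thallium flux through KCNK3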
# SKKanGAS inh = blocks kanamycin growth of S. pyogenes SKKanGAS strain | 300,000 compounds, 1.3% hits | AID 1662 | BacTiter-Glo, 6 h | inhibition, % at 7.5 µM;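 active = mean replicate score, as percent of positive control median, at least 50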;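 note: strain carries kanamycin resistance gene driven by streptokinase promoter and grows in 40 µg/ml kanamycin; loss of luminescence reflects streptokinase promoter inhibition or plain growth inhibition; 0% = median of DMSO wells and 100% = positive control at its reference dose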
# HDAC3 inhib = blocks human histone deacetylase 3; O15379; recombinant HDAC3, fluorogenic peptide/trypsin coupled, fluorescence; inhibition, % at 8.3 µM; 320,000 compounds, 0.15% hits; AID 2718; in the data active = inhibition above about 26%, passing the limit was not always enough
# RGS4 block = inhibitors of human RGS4; B-score at 10 µM; HEK293 M3R/RGS4 inducible, Fluo-4 calcium flux; stronger effect = higher value; triggered by carbachol at its EC20; 310,000 compounds, 0.45% hits;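 active = B-score, a plate-corrected calcium signal, over three deviations above library mean, with baseline fluorescence within five deviations of library mean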;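 note: RGS4 expression induced by doxycycline in cells with stable M3 receptor; B-score is computed from the integrated fluorescence ratio over baseline after carbachol; higher B-score means a larger calcium signal and so more RGS4 inhibition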
# RGS4 pot = potentiators or activators of RGS4 | 310,000 compounds, 0.92% hits | HEK293 M3R/inducible RGS4, carbachol calcium flux Fluo4; stronger effect = lower value | B-score at 10 µM | AID 463111;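 active = B-score of the integrated calcium signal more than 4 SD below the library mean, with starting fluorescence not abnormally high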;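 note: negative B-score means reduced calcium response which marks RGS4 activation or potentiation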
#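 test system = HEK293 cells with stable M3R and inducible RGS4 | schedule = recording 10 s baseline at 1 Hz, 100 s post-agonist | technique = Fluo4-AM (2 µM) calcium-flux fluorescence, kinetic read | measure = Agonist-evoked peak-minus-minimum fluorescence over baseline, integrated ratio, B score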
# KCNQ1 block = blocks the human KCNQ1 potassium channel. 310,000 compounds, 1.3% hits. AID 2642. P51787. CHO-K1 KCNQ1, FluxOR thallium flux fluorescence; stronger effect = higher value. B-score at 10 µM;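 active = compounds whose thallium flux B-score, printed positive for inhibition, exceeds three library SD while starting fluorescence stays within three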;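 note: channel opened by potassium depolarization with thallium stimulus after 20 min compound exposure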
# hERG rescue = compounds protecting human hERG from proarrhythmic drug block | AID 1511 | 310,000 compounds, 0.51% hits | CHO-hERG, FluxOR thallium flux, dofetilide IC70 present | activation (rescue from dofetilide block), less the hit threshold, % at 10 µM;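 active = activation above the mean of controls blocked by dofetilide plus 5 SD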;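 note: thallium influx through hERG after potassium depolarization seen as dye fluorescence rise; in these data hits start at about 4.7%; inactives centre near -7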
# Target sequence (Q12809 whole entry, looked up): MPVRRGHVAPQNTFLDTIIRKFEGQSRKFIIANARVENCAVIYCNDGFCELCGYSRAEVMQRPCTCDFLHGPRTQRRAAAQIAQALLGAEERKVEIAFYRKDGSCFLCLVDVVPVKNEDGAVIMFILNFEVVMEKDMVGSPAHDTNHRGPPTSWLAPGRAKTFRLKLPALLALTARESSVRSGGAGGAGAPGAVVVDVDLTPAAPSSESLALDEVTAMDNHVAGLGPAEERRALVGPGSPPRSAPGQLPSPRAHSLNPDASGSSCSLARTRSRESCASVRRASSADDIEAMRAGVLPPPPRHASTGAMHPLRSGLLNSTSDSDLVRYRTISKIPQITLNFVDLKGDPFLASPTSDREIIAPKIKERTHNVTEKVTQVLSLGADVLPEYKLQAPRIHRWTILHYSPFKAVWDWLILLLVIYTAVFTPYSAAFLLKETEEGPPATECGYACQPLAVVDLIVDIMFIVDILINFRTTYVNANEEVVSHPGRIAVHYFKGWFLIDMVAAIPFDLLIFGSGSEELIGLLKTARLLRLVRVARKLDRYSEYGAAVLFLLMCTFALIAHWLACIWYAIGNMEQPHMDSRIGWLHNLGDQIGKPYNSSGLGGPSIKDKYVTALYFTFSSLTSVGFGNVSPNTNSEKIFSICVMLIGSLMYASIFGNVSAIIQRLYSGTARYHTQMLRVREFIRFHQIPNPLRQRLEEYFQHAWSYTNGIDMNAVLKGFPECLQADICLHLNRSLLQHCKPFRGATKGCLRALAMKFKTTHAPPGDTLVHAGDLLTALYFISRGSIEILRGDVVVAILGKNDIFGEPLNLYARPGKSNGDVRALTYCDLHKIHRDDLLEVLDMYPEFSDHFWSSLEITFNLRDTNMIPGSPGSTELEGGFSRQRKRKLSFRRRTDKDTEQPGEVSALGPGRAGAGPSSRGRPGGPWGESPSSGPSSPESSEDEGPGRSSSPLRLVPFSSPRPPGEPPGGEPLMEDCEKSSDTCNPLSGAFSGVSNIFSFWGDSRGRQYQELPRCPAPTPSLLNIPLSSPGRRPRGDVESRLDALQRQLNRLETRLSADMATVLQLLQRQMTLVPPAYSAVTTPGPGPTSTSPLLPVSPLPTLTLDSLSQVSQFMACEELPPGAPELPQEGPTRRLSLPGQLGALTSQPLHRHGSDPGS
# ANO1 block = inhibitors of mouse TMEM16A calcium-activated chloride channel; Q8BHY3; HEK293 TMEM16A/YFP iodide influx fluorescence, ionomycin; AID 588511; normalized B-score (activity score, 25-100; higher = stronger inhibition) at 10 µM; 310,000 compounds, 1.2% hits;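 active = ratio plate-corrected score three or more library SD toward inhibition, starting fluorescence score within five deviations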;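 note: score derived from kinetic fluorescence span divided by baseline fluorescence per well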
# Active calls of the source: *; i = inactive; . = no result given.
SMILES,KCNQ1 act,KCNK9 block,TMEM16A act,KCNK3 inh,SKKanGAS inh,HDAC3 inhib,RGS4 block,RGS4 pot,KCNQ1 block,hERG rescue,ANO1 block
CC(OC(=O)CCCN=C1NS(=O)(=O)c2ccccc21)C(=O)Nc1ccc(F)cc1Cl (stereo not drawn),i,i,i,i,-1,4,i,i,i,-13,i
Cn1c(=O)n(CC(=O)NCC2CCCO2)c(=O)c2c3c(sc21)COC(C)(C)C3 (stereo not drawn),i,i,i,i,0,1,i,i,i,-2,i
Cc1ccc(-c2noc(-c3cc4ccccc4oc3=O)n2)cc1,i,i,i,i,7,-13,i,i,i,-5,i
COc1ccc(-c2nnc(N(C)C(=O)c3ccno3)s2)cc1,i,i,i,i,0,3,i,i,i,-7,i
CCOC(=O)N1CCN(c2c(NCC3CCCO3)c(=O)c2=O)CC1 (stereo not drawn),i,i,i,i,-5,1,i,i,i,-5,i
O=C(Cc1ccc([N+](=O)[O-])cc1)c1ccc(O)cc1O,i,i,i,i,-3,.,i,i,i,-12,i
Cc1nnc(SCc2nc3scc(-c4ccccc4)c3c(=O)[nH]2)s1,i,i,i,i,2,-7,i,i,i,-15,i
O=c1c2ccccc2ncn1-c1cccc(Cl)c1,i,i,i,i,2,-5,i,i,i,3,i
O=C(COc1ccccc1)Nc1ccc2[nH]c(=O)[nH]c2c1,i,i,i,i,-3,-5,i,i,i,-7,i
Cc1ccccc1-n1nc(C)c2c1N=C1C(Cl)=CC(Cl)=CN1C2c1ccc(C(=O)O)cc1 (stereo not drawn),i,i,i,i,7,.,i,i,i,-3,i
Cc1nc(CNS(=O)(=O)c2cc(C)c(C)cc2C)cs1,i,i,i,i,-12,9,i,i,i,-8,i
Cc1cccc(C)c1-n1c(C)cc(/C=N/NC(N)=S)c1C,i,i,i,i,-7,-3,i,i,i,-12,i
COc1ccc(/C=N/n2cnc3c([nH]c4ccc(F)cc43)c2=O)cc1CSc1ccccn1,i,i,i,i,9,0,i,i,i,-12,i
Cn1cc(C(=O)N2CCCC(Nc3ccc(F)cc3)C2)c2ccccc21 (stereo not drawn),i,i,i,i,6,3,i,i,i,0,i
O=C(COC(=O)CNC(=O)c1ccc(Cl)c([N+](=O)[O-])c1)NC(=O)CN1CCCC1=O,i,i,i,i,2,3,i,i,i,-17,i
CCSc1nc(=S)n(-c2ccccc2)c(C)c1C(C)=O,i,i,i,i,-6,7,i,i,i,0,i
COC(=O)c1cccc(COC(=O)c2ccc(N(C)C)cc2)c1,i,i,i,i,2,4,i,i,i,-8,i
Cc1ccc(C(=O)Oc2ccc(-c3nnco3)cc2)o1,i,i,i,i,-1,100*,i,i,i,-5,i
CC(=O)N1c2ccc(S(=O)(=O)N3CCC(C(=O)Nc4cccc(C)c4)CC3)cc2CC1C (stereo not drawn),i,i,i,i,19,2,i,i,i,-9,i
NC1=NC(=O)/C(=C\c2cc([N+](=O)[O-])ccc2Cl)S1,i,i,i,i,-2,-1,i,i,i,-10,i
CN(c1ccc(C(=O)Nc2ccc(F)cc2F)cc1)S(=O)(=O)c1ccccc1,i,i,i,i,-4,-9,i,i,i,-13,i
Cc1cccc(NC(=O)CN2C(=O)S/C(=C\c3ccccn3)C2=O)c1,i,i,i,i,-3,1,i,i,i,-8,i
CCc1nnc(NS(=O)(=O)c2ccc(NC(=S)NC(=O)c3ccncc3)cc2)s1,i,i,i,i,6,-3,i,i,i,-12,i
CCCCCc1nnc(NC(=O)c2ccc(=O)n(C)n2)s1,i,i,i,i,-5,3,i,i,i,-12,i
COc1ccccc1-c1nnc2n1N=C(c1ccc(O)c(O)c1)CS2,i,i,i,i,2,13,i,i,i,-8,i
# Next part
SMILES,KCNQ1 act,KCNK9 block,TMEM16A act,KCNK3 inh,SKKanGAS inh,HDAC3 inhib,RGS4 block,RGS4 pot,KCNQ1 block,hERG rescue,ANO1 block
C=CCONC(=O)c1cc(OCC(F)(F)F)ccc1OCC(F)(F)F,i,i,i,i,-16,4,i,i,i,-5,i
O=C(C[n+]1ccccc1)N/N=C/c1ccc(F)cc1,i,i,i,i,-10,0,i,i,i,-3,i
Cc1ccn2cc(C(=O)Nc3nnc(C)s3)nc2c1,i,i,i,i,-3,0,i,i,i,-1,i
Cc1ccc(C2CC(C(F)(F)F)n3ncc(C(N)=O)c3N2)cc1 (stereo not drawn),i,i,i,i,-4,-5,i,i,i,-3,i
Cc1cc2ccccn2c1C(=O)c1ccc(C#N)cc1,i,i,i,i,5,7,i,i,i,-6,i
COc1ccc(COC(=O)C2=C(C)NC(=O)NC2c2cc(OC)ccc2OC)cc1 (stereo not drawn),i,i,i,i,7,-2,i,i,i,-8,i
O=C(NNC(=O)c1cccs1)c1ccc(Br)cc1,i,i,i,i,-1,4,i,i,i,-6,i
CC(=O)NCCn1c(SCc2ccc(C)cc2)nc2ccccc2c1=O,i,i,i,i,-8,0,i,i,i,-21,i
Cc1cccc(C)c1OCCn1nnc2ccccc21,i,i,i,i,1,-2,i,i,i,-1,i
C=C(C)CNC(=S)Nc1cccc2cnccc12,i,i,i,i,0,0,i,i,i,-9,i
CCCCNC(=O)Oc1cccc(N2CCCC2=O)c1,i,i,i,i,2,0,i,i,i,-5,i
CS(=O)(=O)c1ccc(Cl)c(NC(=O)CCCc2nc3ccccc3c(=O)[nH]2)c1,i,i,i,i,0,4,i,i,i,-13,i
O=C(c1ccc(F)c(S(=O)(=O)N2CCOCC2)c1)N1CCc2ccccc21,i,i,i,i,0,.,i,i,i,-6,i
COc1ccc(-c2ccnc(-c3ccc(OCCCF)cc3)n2)cc1,i,i,i,i,-4,0,i,i,i,-3,i
O=C(c1ccncc1)N1CCc2ccccc2C1,i,i,i,i,-4,-4,i,i,i,-7,i
COc1ccc(-c2nc3ncccc3n2O)cc1,i,i,i,i,2,5,i,i,i,-5,i
COc1cccc(C(=O)Nc2ccc(C3CC3(Cl)Cl)cc2)c1 (stereo not drawn),i,i,i,i,11,9,i,i,i,-14,i
Cc1cc(C)n(-c2ccc(C(=O)Nc3cccc([N+](=O)[O-])c3)cc2)n1,i,i,i,i,3,-3,i,i,9*,-12,i
CCOc1ccccc1NC(=O)C1CCCN(S(=O)(=O)c2c(C)[nH]c(=O)[nH]c2=O)C1 (stereo not drawn),i,i,i,i,-4,-2,i,i,i,-8,i
C=CCNC(=O)COc1cc(C)ccc1C,i,i,i,i,0,3,i,i,i,-7,i
COc1ccc(NC2CCCN(C(=O)CCn3cccn3)C2)cc1 (stereo not drawn),i,i,i,i,0,2,i,i,i,-14,i
COc1ccc(C2C(C(=O)c3ccc(C)o3)=C(O)C(=O)N2c2cc(C)on2)cc1OC (stereo not drawn),i,i,i,i,3,0,i,i,i,-6,i
COc1cccc(-c2noc(C3CCCN(C(=O)c4ccc(F)cc4)C3)n2)c1 (stereo not drawn),i,i,i,i,-1,-1,i,i,i,-3,i
COc1ccc(CN(Cc2cc3cc(C)ccc3[nH]c2=O)C(=O)N(C)C)cc1,i,i,i,i,-2,2,i,i,i,-8,i
Nn1c(Cc2ccccc2F)n[nH]c1=S,i,i,i,i,13,2,i,i,i,-2,i
# Other compounds.
SMILES,KCNQ1 act,KCNK9 block,TMEM16A act,KCNK3 inh,SKKanGAS inh,HDAC3 inhib,RGS4 block,RGS4 pot,KCNQ1 block,hERG rescue,ANO1 block
Cc1ccc(-c2nn(-c3ccccc3)cc2C(=O)N2CCOCC2)cc1,i,i,i,i,2,-6,i,i,i,-9,i
CCn1cc(C(=O)O)c(=O)c2cnc(N3CCN(C(=S)NC(=O)c4ccc(Cl)cc4Cl)CC3)nc21,i,i,i,i,43,3,i,i,i,-8,i
CCCCSc1nc(C)cc(NC(=S)Nc2ccc(OC)cc2)n1,i,i,i,i,-6,5,i,i,i,-12,i
CCOc1ccc(-c2cnc3n2CCCCC3)cc1,i,i,i,i,3,2,i,i,i,-12,i
O=C(O)C1CCCN1S(=O)(=O)c1cccc(S(=O)(=O)N2CCCC2C(=O)O)c1 (stereo not drawn),i,i,i,i,-2,-3,i,i,i,-7,i
CN(CC(=O)Nc1ccccc1C(F)(F)F)C(=O)COc1ncnc2ccccc12,i,i,i,i,-1,-4,i,i,i,-12,i
Cc1cc(C)c2c(N)c(C(=O)c3ccc(Cl)c(Cl)c3)sc2n1,i,i,i,i,-5,4,i,i,i,-13,i
N#CC[C@H](Cc1ccccc1)N1CC[C@@H](O)CCC1=O,i,i,i,i,7,-1,i,i,i,-13,i
Cc1nc(N)c(Cc2ccc(Cl)cc2Cl)c(N)n1,i,i,i,i,6,6,i,i,i,-7,i
CC(=O)Nc1ncc(Cc2cccc(Cl)c2Cl)s1,i,i,i,i,7,3,i,i,i,-1,i
C/C(=C\c1ccccc1)CN1CCC(C(=O)N2CCCCC2)CC1,i,i,i,i,-1,0,i,i,i,-6,i
Cc1ccc(S(=O)(=O)Nc2nc(-c3ccc(F)cc3)cs2)cc1,i,i,i,i,1,2,i,i,i,-15,i
CCn1c(C2CCN(S(=O)(=O)c3ccc(OC)cc3)CC2)n[nH]c1=S,i,i,i,i,-3,-2,i,i,i,-6,i
C=CCN=C1SCC(=O)N1S(=O)(=O)c1ccc(C)cc1,i,i,i,i,3,-5,i,i,i,-11,i
O=C(O)c1ccc(-c2nc(-c3ccc(Cl)cc3)cs2)cc1,i,i,i,i,15,.,i,i,i,-8,.
C=CCOn1c(=O)c(-c2cccs2)[n+]([O-])c2ccccc21,i,i,i,i,5,9,i,i,i,-14,i
O=C(CN(CC1CCCO1)C(=O)CNS(=O)(=O)c1ccc(F)cc1)NCc1ccc(F)cc1 (stereo not drawn),i,i,i,i,5,-5,i,i,i,-5,i
O=C(Nc1ccc(S(=O)(=O)N2CCCCCC2)cc1)c1[nH]ncc1[N+](=O)[O-],i,i,i,i,5,3,i,i,i,-12,i
Cc1cc(C(=O)Nc2ccc3c(c2)CCC3)c2ccccc2n1,i,i,i,i,9,-3,i,i,i,-6,i

# Rewritten with two lines to a compound: part of the list above
# The line under a structure holds: KCNQ1 act | KCNK9 block | TMEM16A act | KCNK3 inh | SKKanGAS inh | HDAC3 inhib | RGS4 block | RGS4 pot | KCNQ1 block | hERG rescue | ANO1 block
- O=C(Nc1ccc(S(=O)(=O)N2CCCCCC2)cc1)c1[nH]ncc1[N+](=O)[O-]
  i | i | i | i | 5 | 3 | i | i | i | -12 | i
- Cc1cc(C(=O)Nc2ccc3c(c2)CCC3)c2ccccc2n1
  i | i | i | i | 9 | -3 | i | i | i | -6 | i

# Compounds were not picked by outcome. Share with any hit: about 6.3%.
